High-throughput results deposited in PubChem BioAssay by several laboratories.
T cell HTS – T cell immune modulators affecting CD8 T cell-vesicle binding; 2C CD8+ T cell-vesicle binding, flow cytometry; hits give low values; calls only at 7 µM; 0.068% of 330,000 active; AID 2052;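 active = response, share of CD8 T cells binding vesicles, and their 90th percentile fluorescence all below set limits, cut at about 80% in these data, passing the limit was not always enough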
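Material: 2C TCR transgenic mouse naive CD8+ T cells, MACS-purified. Also added: QL9-charged Drosophila Ld/ICAM-1/B7-1 vesicles. Timing: binding 1.5 h at 37 °C. Measured by: high-throughput flow cytometry with anti-B7-1 and anti-CD8 staining. Read-out: percent CD8+ FL2 mean versus row control. Controls: Unloaded micro-vesicles (low), QL9 vesicles with 0.7% DMSO (high).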
NTR1 agonist – NTR1-driven beta-arrestin-GFP spot formation – imaging, U2OS cells, high content, primary screen (AID 493036); activation, % at 20 µM; P30989; 0.17% of 330,000 active; agonist mode;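 active = activation at or above 40% of the spot to cytoplasm intensity ratio, with at least 20 cells analyzed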;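 note: 0% = DMSO without peptide and 100% = 100 nM NTR1 peptide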
Target sequence (P30989 whole entry, looked up): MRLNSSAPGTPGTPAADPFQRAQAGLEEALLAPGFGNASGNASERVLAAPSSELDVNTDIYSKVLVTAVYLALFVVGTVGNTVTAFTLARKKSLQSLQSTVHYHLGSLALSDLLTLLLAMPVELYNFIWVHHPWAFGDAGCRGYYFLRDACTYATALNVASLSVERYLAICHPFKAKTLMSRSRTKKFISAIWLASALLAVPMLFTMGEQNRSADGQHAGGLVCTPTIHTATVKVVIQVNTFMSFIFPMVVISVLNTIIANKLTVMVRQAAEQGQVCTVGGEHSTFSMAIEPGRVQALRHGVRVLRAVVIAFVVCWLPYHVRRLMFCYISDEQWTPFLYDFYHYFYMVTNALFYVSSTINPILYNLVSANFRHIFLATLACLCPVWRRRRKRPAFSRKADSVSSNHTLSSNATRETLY
T cell HTS vesicle-bound % – further read-out of T cell HTS, marked with its call; double positive events, %; measured here: CD8+ vesicle-bound cell fraction;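 binding gate set so that unloaded-vesicle control wells show 10% double positive cells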
NTR1 agonist cell count 20 µM – also measured in NTR1 agonist; calls as there; cell count; measured here: cell count, cytotoxicity flag
* hit, by the source's call; i = inactive.

Compound,T cell HTS,T cell HTS vesicle-bound %,NTR1 agonist,NTR1 agonist cell count 20 µM
O=C(Cc1c(F)cccc1Cl)OCC(=O)N1CCN(c2ccccc2)CC1,i,41,1.0,72
CCN(CC)CCn1c(NS(=O)(=O)c2ccc(C)cc2)nc2ccccc21,i,29,-2.0,69
COc1ccc(CNC(=O)COC(=O)c2ccc(S(=O)(=O)N3CCOCC3)cc2)cc1,i,53,-0.1,66
Nc1cc(=O)[nH]c(SCC(=O)Nc2cccc(S(=O)(=O)N3CCCCC3)c2)n1,i,10,0.4,55
CN(CC(=O)Nc1ccc(OC(F)(F)F)cc1)C(=O)/C=C/c1ccco1,i,36,2.0,59
Cc1ccc(NC(=O)CSc2ncccn2)cc1S(=O)(=O)N1CCOCC1,i,3,-0.2,59
COCc1c(C(=O)N2CCN(Cc3nc4ccccc4s3)CC2)oc2ccccc12,i,30,0.8,67
COc1cc(NCC(=O)Nc2cccc(S(=O)(=O)N3CCCCC3)c2)cc(OC)c1OC,i,46,2.1,87
COc1ccccc1NC(=O)/C(N=Nc1ccc(C)c(S(=O)(=O)Nc2ccccc2Cl)c1)=C(\C)O,i,55,4.7,55
CCSc1nnc(SCC(=O)NC2CCCCC2)s1,i,43,1.3,56
CCn1c(SCc2cc(=O)[nH]c3ccccc23)nc2c1c(=O)n(C)c(=O)n2C,i,32,0.7,89
CCOc1ccc(C(=O)CCC(=O)Nc2cccc(S(=O)(=O)N3CCCCC3)c2)cc1,i,24,1.0,47
Nc1nonc1-n1nnc(C(=O)N/N=C/c2ccccc2O)c1CN1CCCC1,i,23,0.1,64
CCOC(=O)C1=C(CC)Nc2ccccc2N/C1=N\S(=O)(=O)c1cccc(C(C)=O)c1,i,16,-1.4,57
O=C(COC(=O)/C=C/c1ccc(Cl)cc1)Nc1cccc(S(=O)(=O)NC2=NCCCCC2)c1,i,54,-1.9,63
CCN(Cc1ccc(OC)c(F)c1)C(=O)/C=C/c1ccc(S(=O)(=O)N2CCOCC2)cc1,i,40,3.1,66
CCN(C(=O)C(C)Sc1ccc(S(=O)(=O)N2CCOCC2)cn1)c1ccccc1 (stereo not drawn),i,21,1.2,67
Cc1ccc(C2=NCCn3nc4cc([N+](=O)[O-])ccc4c32)cc1,i,46,0.3,52
Cc1ccc(S(=O)(=O)N2CCN(C(=O)Cn3c(=O)cnc4ccccc43)CC2)cc1,i,27,1.6,53
COc1ccc(NC(=O)CN(C)C(=O)CN2C(=O)NC3(CCCCC3)C2=O)cc1,i,30,2.6,48
CCOc1ccccc1NC(=O)c1cc(=O)[nH]c2ccc(S(=O)(=O)N3CCOCC3)cc12,i,42,-1.3,71
C=CCC[C@H](Cc1ccc(F)cc1)C(=O)OC[C@@H](Cc1c[nH]c2ccccc12)NC(=O)[C@@H](CC=C)CC(=O)N[C@@H](CO)Cc1ccccc1,i,22,6.0,51
CC(c1ccccc1)N1CC(C(=O)N2CCCC(C(N)=O)C2)CC1=O (stereo not drawn),i,45,-1.0,64
COc1ccc(/C=C/C(=O)OCC(=O)NC2CCCCC2C)c(OC)c1 (stereo not drawn),i,7,1.9,38
COc1ccc(C(=O)COC(=O)[C@@H](NS(=O)(=O)c2ccccc2)C(C)C)cc1,i,30,-0.8,44
CCN(c1ccc(C(=O)CN2C(=O)NC3(CCOc4ccccc43)C2=O)cc1)S(C)(=O)=O (stereo not drawn),i,48,4.5,50
COc1ccc(C(=O)O/N=C/c2ccc(S(=O)(=O)c3ccc(Cl)cc3)nc2)cc1,i,22,-1.2,65
Cc1cccc(CSc2ccc(S(=O)(=O)N3CCCC3)cn2)c1,i,36,2.8,61
CSc1ccc(C2NC(=O)c3ccccc3N2)cc1 (stereo not drawn),i,44,0.0,35
O=C(CCNC(=O)c1ccc(Br)cc1)NC1CCCCCC1,i,8,-2.2,57

New compounds follow
Compound,T cell HTS,T cell HTS vesicle-bound %,NTR1 agonist,NTR1 agonist cell count 20 µM
Cc1ccc(C)c(S(=O)(=O)N2CCN(C(=O)c3ccccn3)CC2)c1,i,28,3.5,62
NC(=O)c1c(NC(=O)COC(=O)c2ccc(O)c(Cl)c2)sc2c1CCCC2,i,53,6.7,55
O=C(COC(=O)COc1ccc(Cl)cc1)NC1CCCC1,i,29,0.1,61
FC(F)(F)c1nc(SCc2ccccc2)n[nH]1,i,32,0.2,48
CCN1C(=NCCCOC(C)C)N[C@@H](c2ccccc2)[C@H](C(=O)OC)[C@H]1C,i,29,-1.1,59
COc1ccccc1NS(=O)(=O)c1ccc(C(=O)NCC(c2cccs2)N2CCOCC2)cc1 (stereo not drawn),i,45,-0.8,58
CCO[C@H]1c2c(ccc3ccc(=O)oc23)OC(C)(C)[C@H]1O,i,28,-1.0,71
COc1cc(OC)cc(C(=O)NCC(=O)OC(C)C(=O)NC(C)C2CC3CCC2C3)c1 (stereo not drawn),i,31,-1.6,62
CCc1sc(C(=O)N2CCN(C(=O)c3ccccc3)CC2)cc1C,i,31,-0.7,66
CCc1sc(C(=O)Nc2ccc3nc(C)sc3c2)cc1C,i,44,4.1,80
Cn1c(SCC(=O)Nc2ccc3c(c2)OCO3)nnc1C(F)(F)F,i,40,0.8,57
O=C(COC(=O)c1ccc([N+](=O)[O-])o1)NC1CCCc2ccccc21 (stereo not drawn),i,10,3.4,67
Cc1ccc(S(=O)(=O)N2[C@@H](c3ccc(Br)cc3)C(C(=O)O)=CC[C@H]2c2ccc(Cl)cc2)cc1,i,18,3.0,44
Cc1c(C(=O)N(Cc2nnc(-c3ccccc3Cl)o2)C2CC2)oc2ccccc12,i,41,4.6,50
N#Cc1ccc(C2=CC(=O)C[C@H](c3ccc(F)cc3)C2)cc1,i,24,4.0,38
O=C(Cc1ccc(S(=O)(=O)N2CCOCC2)s1)Nc1cc(Cl)ccc1Cl,i,41,2.2,64
CC(=O)Nc1ccc(S(=O)(=O)Nc2ccccc2N2CCOCC2)cc1,i,10,-0.2,39
CCC(=O)c1ccc(OCC(=O)N2CCN(C(=O)c3ccccc3)CC2)cc1,i,46,0.3,49
O=C(COC(=O)c1cc(Cl)nc(Cl)c1)NC1CCCCCC1,i,43,1.8,52
CC(C)(C)OC(=O)NCCCCCNC(=O)c1nc[nH]c1C(=O)NCCCCCNC(=O)OC(C)(C)C,i,8,14,43
CC(C)(C)OC(=O)C[C@@H]1C/C=C\C[C@@H](CC(=O)NCCO)C(=O)N2CCC[C@H]2COC1=O,i,13,0.9,50
CC(C)Cn1c(N)c(C(=O)COC(=O)c2ccccc2C(=O)c2ccccc2)c(=O)n(C)c1=O,i,39,1.8,63
O=C(COc1ccc(Br)cc1F)NCC1(N2CCCCC2)CCCCC1,i,57,3.5,60
CC(C)COc1ccc(C(=O)NNC(=O)c2ccc(=O)[nH]c2)cc1,i,43,1.6,41
COc1ccc(OC)c(CN2CCN(C(=O)c3ccc(S(=O)(=O)Nc4ccccc4F)cc3)CC2)c1,i,15,0.1,86
O=S(=O)(c1ccc(Br)s1)N1CCN(CCOc2ccccc2)CC1,i,43,-0.8,56
CC(=O)c1ccc(S(=O)(=O)N2CCN(C(=O)c3ccc(N)c([N+](=O)[O-])c3)CC2)cc1,i,35,-0.5,95
COc1ccccc1NC(=O)c1ccc(NC(=O)CN2CCCCC2)cc1,i,56,3.0,61
O=C(COC(=O)c1cc([N+](=O)[O-])ccc1Cl)NCCc1ccccc1,i,21,1.8,66
O=C(Cc1c(F)cccc1Cl)NNC(=O)c1cccs1,i,42,-1.9,56

Other compounds:
Order of values – T cell HTS	T cell HTS vesicle-bound %	NTR1 agonist	NTR1 agonist cell count 20 µM
> CCSc1nnc(SCC(=O)Nc2cc(C)on2)s1
    i	38	0.4	72
> O=[N+]([O-])c1ccccc1S(=O)(=O)N1CCSCC1
    i	44	-0.5	70
> CC(NC(=O)c1ccncc1)c1ccc(Br)cc1 (stereo not drawn)
    i	58	-0.2	55
> O=C(/C=C/c1ccco1)N1CCN(S(=O)(=O)c2cccc([N+](=O)[O-])c2)CC1
    i	6	0.2	64
> COc1ccc(S(=O)(=O)N2CCCCC2)cc1NC(=O)CNc1ccc(F)cc1C
    i	15	-0.2	63
> CC(=O)Nc1ccc(S(=O)(=O)N[C@@H](C)C(=O)N(C)Cc2cccs2)cc1
    i	52	2.2	67
> O=C(OCC(=O)C12CC3CC(CC(C3)C1)C2)c1ccccc1O
    i	34	5.2	50
> C[C@@H](C(=O)Nc1nccs1)N1C(=O)C2CC=CCC2C1=O (stereo partly drawn)
    i	39	3.2	54
> COc1ccc(S(=O)(=O)Nc2cccc3c2O[C@H](CN(C)Cc2ccccc2)[C@@H](C)CN([C@H](C)CO)C3=O)cc1
    i	7	-1.0	59
> CN(C)P(=O)(Nc1cccc2ccccc12)Nc1cccc2ccccc12
    i	44	-1.0	58
> O=C(c1cc(=O)[nH]c2ccccc12)N1CCN(S(=O)(=O)c2ccc(Cl)cc2)CC1
    i	55	0.9	93
> O=C(O)C1C2CCC(C2)C1C(=O)Nc1ccc(Cl)c(Cl)c1 (stereo not drawn)
    i	24	1.3	50
> NS(=O)(=O)c1ccc(CCNC(=O)c2cc([N+](=O)[O-])ccc2N2CCOCC2)cc1
    i	37	0.9	64
> CCc1ccc(N2CC(C(=O)Nc3ccc4c(c3)OCO4)CC2=O)cc1 (stereo not drawn)
    i	11	-0.4	63
> CN(C)S(=O)(=O)c1cc(NC(=O)C2=COCCO2)ccc1Cl
    i	7	0.0	54
> CCOC(=O)c1c(-c2ccccc2)csc1NC(=O)c1cc(-c2ccccc2OC)on1
    i	30	-0.8	66
> O=C1C=C(c2cccc(OCc3ccccc3)c2)C[C@@H](c2ccc3c(c2)OCO3)C1
    i	36	0.4	52
> CCOc1ccc(NC(=O)CN(C)C(=O)C2CCN(C(=O)c3ccc(Cl)cc3)CC2)cc1OCC
    i	28	-1.0	90
> CSc1ccc(Cl)c(C(=O)OCC(=O)N2CCNC2=O)c1
    i	30	0.4	56
> COc1ccc(-c2oc3ccc(-c4cc(OC)c(OC)c(OC)c4)cc3c2C#Cc2ccccn2)cc1
    i	19	5.8	58
> Cc1c(NC(=O)COC(=O)c2cccn2C)c(=O)n(-c2ccccc2)n1C
    i	23	-0.9	74
> CC(C)(C)c1ccc(C(=O)O[C@H]2[C@H](Cc3ccccc3)NS(=O)(=O)[C@H]3C[C@@H]4C=C[C@]23O4)cc1
    i	49	2.7	55
> Cc1ccc(OCCNC(=O)CCNC(=O)c2ccc(Cl)cc2)cc1
    i	2	-1.5	90
> COC(=O)[C@]1(Cc2ccccc2)N[C@H](CN(C)C(=O)NC(C)C)[C@@H]2C(=O)N(Cc3ccccc3)C(=O)[C@@H]21
    i	7	-0.3	48
> CN(C(=O)c1ccc(Cl)cc1)C1CCS(=O)(=O)C1 (stereo not drawn)
    i	45	-0.8	61
> Cc1csc(CNc2ncnc3ccc(-c4ccc5c(c4)OCO5)cc23)c1
    i	17	4.7	66
> CNC[C@H](Cc1cccc2ccccc12)NC[C@H](CCSC)NCC1CCC(C(C)(C)C)CC1 (stereo partly drawn)
    i	11	11	47
> O=C(COC(=O)c1cc(S(=O)(=O)N2CCOCC2)ccc1O)Nc1ccc2c(c1)OCO2
    i	47	-1.3	75
> CCc1cc(C(=O)N(C)CC(=O)Nc2c(Cl)cccc2Cl)sc1C
    i	34	1.5	67
> O=[N+]([O-])c1ccc(OCn2cncn2)cc1
    i	51	24	69

Reformatted: entries from further up
> CC(C)(C)c1ccc(C(=O)O[C@H]2[C@H](Cc3ccccc3)NS(=O)(=O)[C@H]3C[C@@H]4C=C[C@]23O4)cc1
  T cell HTS = i | T cell HTS vesicle-bound % = 49 | NTR1 agonist = 2.7 | NTR1 agonist cell count 20 µM = 55
> Cc1ccc(OCCNC(=O)CCNC(=O)c2ccc(Cl)cc2)cc1
  T cell HTS = i | T cell HTS vesicle-bound % = 2 | NTR1 agonist = -1.5 | NTR1 agonist cell count 20 µM = 90
> COC(=O)[C@]1(Cc2ccccc2)N[C@H](CN(C)C(=O)NC(C)C)[C@@H]2C(=O)N(Cc3ccccc3)C(=O)[C@@H]21
  T cell HTS = i | T cell HTS vesicle-bound % = 7 | NTR1 agonist = -0.3 | NTR1 agonist cell count 20 µM = 48
> CN(C(=O)c1ccc(Cl)cc1)C1CCS(=O)(=O)C1 (stereo not drawn)
  T cell HTS = i | T cell HTS vesicle-bound % = 45 | NTR1 agonist = -0.8 | NTR1 agonist cell count 20 µM = 61

(cont.)
Order of values – T cell HTS	T cell HTS vesicle-bound %	NTR1 agonist	NTR1 agonist cell count 20 µM
> CC1(c2ccc3c(c2)OCCO3)NC(=O)N(CC(=O)Nc2ccccc2SCC#N)C1=O (stereo not drawn)
    i	54	-0.3	64
> COc1cc(C(=O)COC(=O)c2ccc([N+](=O)[O-])o2)cc(OC)c1OC
    i	41	-0.6	48
> COc1ccc(NC(=O)CSc2n[nH]c(=O)n2C2CC2)cc1OC
    i	38	-0.8	48
> CC(=O)c1ccccc1NC(=O)C1CC(=O)N(c2ccc3c(c2)OCCO3)C1 (stereo not drawn)
    i	37	4.1	53

The list is partial. The share of hits here may be higher or lower than overall.
